Salmonella PhoP GFP = PhoP regulon inhibitors, Salmonella typhi PhoP promoter GFP reporter, confirmatory (AID 1850). Salmonella Typhi PhoP-promoter GFP reporter, fluorescence, 4 h; higher % means a stronger effect. inhibition, % at 50 µM, or IC50 in µM where a hit was titrated. hit rate 0.33% among 310,000; in the data active = a potency from the dose series; inconclusive = inhibition mostly from about 25% at the one dose, without a potency; inactive = the rest, 99 in 100 with inhibition below about 19%;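 note: 0% = induced wells with vehicle and 100% = uninduced wells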
M. tuberculosis = growth inhibition of non-replicating M. tuberculosis (AID 488890) | Mycobacterium tuberculosis non-replicating, growth inhibition; higher % means a stronger effect | inhibition, % at 25 µM; hits with a dose series show IC50 in µM | hit rate 0.39% among 320,000; in the data active = a potency from the dose series; inconclusive = inhibition mostly from about 82% at the one dose, without a potency; inactive = the rest, 99 in 100 with inhibition below about 76%;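 note: plate controls were DMSO cells for no effect and high antibiotic wells for full effect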
VEEV TC-83 Vero = inhibitors of VEEV TC-83 cytopathic effect, confirmation, Vero cells (AID 588727); hit rate 0.13% among 350,000; one-dose inhibition, % at 20 µM; IC50 in µM for titrated hits; Vero cells, VEEV TC-83 cytopathic effect inhibition; higher % means a stronger effect; in the data active = a potency from the dose series; inconclusive = inhibition mostly from about 14% at the one dose, without a potency; inactive = the rest, 99 in 100 with inhibition below about 12%; note: strong numbers were not always called active
H1N1 NS1A inhibition = NS1A inhibition, H1N1 influenza, cell based functional assay (AID 504329); inhibition, % at 12.5 µM, or IC50 in µM where a hit was titrated; NS1A functional cell-based assay, percent inhibition; higher % means a stronger effect; hit rate 0.3% among 340,000; in the data active = a potency from the dose series; inconclusive = inhibition above about 27% without an active follow-up result; note: strong numbers were not always called active
M. tuberculosis HTS = M. tuberculosis growth inhibition, HTS (AID 449762). M. tuberculosis H37Rv growth inhibition, 7H9 media; higher % means a stronger effect. inhibition, % at 25 µM, or IC50 in µM where a hit was titrated. hit rate 0.59% among 330,000; in the data active = a potency from the dose series; inconclusive = inhibition above about 70% without an active follow-up result;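 note: bacterial growth assessed after seven days of incubation; strong numbers were not always called active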
VEEV TC-83 Vero 10K pilot screen = recorded beside VEEV TC-83 Vero, whose call it bears; inhibition, %; measured here: 10K pilot screen inhibition
Active calls of the source: *; i = inactive; ? = inconclusive; . = no result given.

SMILES | Salmonella PhoP GFP | M. tuberculosis | VEEV TC-83 Vero | H1N1 NS1A inhibition | M. tuberculosis HTS | others
CC(C)CNC(=O)CC(c1ccccc1)c1c(O)ccc2ccccc12 (stereo not drawn) | -5% | 32% | 5.4% | -2% | -4%
Cc1cccc(C(=O)N2CCN(c3ccc([N+](=O)[O-])c(N4CCOCC4)c3)CC2)c1 | -1% | 8% | 1.5% | 10% | -10%
Cc1ccc(-n2c(SCC(=O)O)nc3c(sc(=S)n3-c3ccc(C)c(C)c3)c2=O)cc1 | -3% | -1% | 0.2% | 19% | 5%
CC(=O)c1cccc(Nc2cc(C)nc3ccccc23)c1 | -5% | 8% | i | -12% | -1%
N#Cc1ccccc1S(=O)(=O)N1CCN(C(=O)c2cc(=O)[nH]c3ccccc23)CC1 | . | -17% | 6.0% | -12% | -8%
O=C(OCC(=O)N1CCc2ccccc21)c1n[nH]c(=O)c2ccccc12 | . | 7% | 0.7% | -9% | -2%
COCCNc1nnc(SC(C)C(=O)Nc2c(C)n(C)n(-c3ccccc3)c2=O)s1 (stereo not drawn) | -6% | -10% | 2.0% | -6% | -9%
Cc1ccccc1NC(=O)CN1C(=O)COc2ccc(S(=O)(=O)N3CCCC3)cc21 | -1% | -1% | i | -5% | 2%
Cc1ccc(NS(=O)(=O)c2ccc3c(c2)oc(=O)n3C)cc1C | 4% | -9% | 0.8% | -3% | -4%
Cc1nnc(NC(=O)CSc2nnc(Cc3cccn3C)n2-c2cccc(C(F)(F)F)c2)s1 | -5% | -1% | 0.5% | 7% | 2% | VEEV TC-83 Vero 10K pilot screen=0.6
Cc1cnn(CCC(=O)NNC(=S)Nc2cccc(Cl)c2)c1 | 13% | -2% | 5.4% | -2% | 0% | VEEV TC-83 Vero 10K pilot screen=0.6
Cc1ccc(S(=O)(=O)NCCC(=O)N(C)Cc2cccs2)cc1 | . | -5% | 1.7% | -1% | -8%
CCc1cc(C(c2cccc(OC)c2)N2CCOCC2)c(NC(=O)c2ccccc2)s1 (stereo not drawn) | -18% | ? | 6.0% | 17% | 40%
N#CCCN1CCn2c1nc1ccccc12 | -1% | -2% | 0.8% | -6% | -4%
Cc1cccc(Nc2ccc(C(=O)N3CCOCC3)cn2)c1 | -6% | 11% | 1.5% | -7% | 0%
O=C(CSc1ccc2nnc(-c3cccnc3)n2n1)NCc1ccc2c(c1)OCO2 | -8% | . | 1.0% | 0% | -4%
COc1c(-c2ccc([N+](=O)[O-])cc2[N+](=O)[O-])c(=O)n(C)c(=O)n1C | -5% | -3% | 0.7% | 24% | 0%
O=[N+]([O-])c1cc(S(=O)(=O)C(F)(F)F)ccc1Sc1nc2ccccc2s1 | -3% | ? | i | 10% | ? | VEEV TC-83 Vero 10K pilot screen=0.0
CS(=O)(=O)c1nc(-c2ccco2)cc(C(F)(F)F)n1 | 0% | ? | . | . | ?
O=C(N/N=C/C=C/c1ccco1)C(O)c1ccccc1 (stereo not drawn) | -2% | 12% | i | 17% | 51%
Cc1noc(/C=C/N(C)C)c1S(=O)(=O)N1CCC(C(=O)O)CC1 | -11% | -14% | 0.5% | -3% | 4% | VEEV TC-83 Vero 10K pilot screen=0.5
CCC(C)NC(=O)CSc1nc2c(sc3ccccc32)c(=O)n1CCCN1CCOCC1 (stereo not drawn) | 4% | 12% | 3.9% | 5% | 8%
COc1ccc2c(C(=O)CN3CCN(c4ccccc4)CC3)c[nH]c2c1 | 8% | 1% | 2.0% | 2% | -22%
S=c1[nH]nc(C2CCCCC2)n1/N=C/c1ccncc1 | 3% | -9% | 0.6% | -1% | -3%
O=C(NNC(=S)NC(=O)c1ccccc1[N+](=O)[O-])c1ccccc1Cl | -2% | -24% | 0.8% | 4% | 2%
Cc1ccc(SC(C)C(=O)Nc2ccncc2)cc1 (stereo not drawn) | -1% | 32% | 0.3% | 7% | -3%
COc1ccc(-c2nnc(-c3ccccc3O)o2)cc1 | 3% | ? | 0.6% | -4% | 6%
COc1ccc(-c2nc3ccccc3[nH]2)cc1 | 2% | 20% | i | 21% | -2%
NNc1nc2c(-c3cccc(C(F)(F)F)c3)nnn2c2ccccc12 | 0% | 13% | 2.3% | -2% | 0%
CC(C(=O)NCCCc1ccccc1)c1ccc([N+](=O)[O-])cc1 (stereo not drawn) | -5% | 72% | 0.3% | 3% | 6%
COc1ccc(C2/C(=C(/O)c3ccc4c(c3)CC(C)O4)C(=O)C(=O)N2CCN2CCOCC2)cc1 (stereo not drawn) | 2% | 5% | 0.9% | 7% | -1%
COc1ccc(N(CC(=O)Nc2ccc(OC)c(OC)c2)S(=O)(=O)c2ccccc2)cc1Cl | 0% | 1% | 8.6% | 7% | 15%
CSc1ncccc1C(=O)OCc1c(F)cccc1Cl | 7% | -2% | i | -11% | -4%
Cc1ccc(S(=O)(=O)N2CCN(C(=O)C3CCN(c4ncnc5sc(C)c(C)c45)CC3)CC2)c(C)c1 | . | . | 0.4% | 3% | .
COc1ccc(-c2csc3ncnc(Sc4nnnn4C)c23)cc1 | . | 76% | ? | 4% | ?
CN(C)c1ccc(-c2nc3cc(N)ccc3o2)cc1 | 0% | -12% | 2.5% | -2% | ?
CC1CCN(S(=O)(=O)c2ccc3c(c2)N(CC(=O)N(C)Cc2ccco2)C(=O)CO3)CC1 | -2% | 5% | 4.3% | 3% | 4%
Cn1cc(C(=O)N2CCCCCC2)c(=O)c2cc(S(=O)(=O)N3CCCCC3)ccc21 | 7% | -7% | 1.4% | -1% | 4%
COc1ccc(OCC2CCCN(Cc3nc(CC4CC4)no3)C2)cc1 (stereo not drawn) | -15% | 46% | 0.5% | -2% | 1%
Brc1ccc(Cn2c(-c3cncs3)nc3ccccc32)cc1 | -1% | 32% | i | 4% | 7%

Compounds from the list above containing a cyano group (2):
SMILES | Salmonella PhoP GFP | M. tuberculosis | VEEV TC-83 Vero | H1N1 NS1A inhibition | M. tuberculosis HTS | others
N#Cc1ccccc1S(=O)(=O)N1CCN(C(=O)c2cc(=O)[nH]c3ccccc23)CC1 | . | -17% | 6.0% | -12% | -8%
N#CCCN1CCn2c1nc1ccccc12 | -1% | -2% | 0.8% | -6% | -4%

Carrying on:
SMILES | Salmonella PhoP GFP | M. tuberculosis | VEEV TC-83 Vero | H1N1 NS1A inhibition | M. tuberculosis HTS | others
CC(C)(C)C(=O)NC1(C(F)(F)F)NC(=O)N(c2ccc(F)cc2)C1=O (stereo not drawn) | -7% | 0% | 3.5% | -11% | -3%
Cc1c(CN(C)CCc2ccccc2)c(=O)n(-c2ccccc2)n1C | -1% | -4% | 0.4% | 6% | 1%
O=C(c1ccc(CS(=O)(=O)c2ccccc2)o1)N1CCN(c2ncccn2)CC1 | -2% | -6% | 1.4% | -5% | -10% | VEEV TC-83 Vero 10K pilot screen=1.1
C=CCc1ccc(OCCOCCNCCOC)c(OC)c1 | -3% | 22% | 3.1% | -4% | -4%
CC(C)c1ccc(NC(=S)NN2CCN(C)CC2)cc1 | 9% | 2% | i | -7% | 0%
COCCn1c(C)cc(C(=O)COC(=O)c2ccc[nH]c2=O)c1C | -1% | -16% | 0.4% | -10% | 2%
COc1cccc(C(=O)Cn2c(=O)n(CCC(=O)NCC3CCCO3)c(=O)c3cc(OC)c(OC)cc32)c1 (stereo not drawn) | -10% | 10% | 0.9% | 6% | -8%
O=C(NCc1ccc2c(c1)OCO2)c1ccc(CN2CCOCC2)cc1 | -4% | 2% | 2.2% | 19% | -7% | VEEV TC-83 Vero 10K pilot screen=1.5
O=C(COc1cnc2ccccc2n1)NCCC1=CCCCC1 | 6% | -1% | 3.8% | 5% | -9%
CCOC(=O)NNc1ccc2nonc2c1[N+](=O)[O-] | 5% | ? | 0.3% | . | 69%

Next part; the last four above are carried over.
SMILES | Salmonella PhoP GFP | M. tuberculosis | VEEV TC-83 Vero | H1N1 NS1A inhibition | M. tuberculosis HTS | others
COc1cccc(C(=O)Cn2c(=O)n(CCC(=O)NCC3CCCO3)c(=O)c3cc(OC)c(OC)cc32)c1 (stereo not drawn) | -10% | 10% | 0.9% | 6% | -8%
O=C(NCc1ccc2c(c1)OCO2)c1ccc(CN2CCOCC2)cc1 | -4% | 2% | 2.2% | 19% | -7% | VEEV TC-83 Vero 10K pilot screen=1.5
O=C(COc1cnc2ccccc2n1)NCCC1=CCCCC1 | 6% | -1% | 3.8% | 5% | -9%
CCOC(=O)NNc1ccc2nonc2c1[N+](=O)[O-] | 5% | ? | 0.3% | . | 69%
COc1ccc(CC(=O)NCC(c2ccc(OC)cc2)N(C)C)cc1 (stereo not drawn) | 2% | 7% | i | -4% | -1%
O=C(NC(Cc1ccccc1)C(=O)N1CCN(c2ccccc2O)CC1)c1ccccc1 (stereo not drawn) | . | . | 10.0% | -3% | .
CC(C)Cc1cc(C(=O)O)c2ccccc2n1 | -8% | 17% | 1.4% | 20% | 8%
Cc1c(N(C)C(=O)COc2ccc3ccccc3c2)c(=O)n(-c2ccccc2)n1C | 3% | -13% | 0.3% | 1% | -3%
Cc1ccccc1OCCNC(=S)Nc1ccccc1 | 4% | 52% | 1.4% | 4% | -2%
COc1ccc(C2C(C#N)=C(N)Oc3n[nH]c(C)c32)cc1Cn1cc([N+](=O)[O-])cn1 (stereo not drawn) | 3% | 35% | 2.0% | 2% | 1%
COCCCNC(=O)c1ccc2nc3ccccc3c(=O)n2c1 | -12% | -5% | 2.1% | 2% | -11%
CCCSC1=NN2CCCC(=O)N=C2S1 | 0% | 8% | 0.7% | 3% | -4%
C=CCOc1ccc(/C(CC)=N/O)cc1OC | 1% | -2% | 1.8% | 2% | -1%
COCC(=O)NNC(=O)Cc1ccc(Cl)cc1 | -3% | -5% | i | 4% | -4%
Cc1ccc(C2(c3noc(CN(C)CC4CCCCO4)n3)CCCC2)cc1 (stereo not drawn) | 2% | 4% | 2.8% | 1% | 10%
O=C(Cn1ccc(C(F)(F)F)n1)NNC(=O)c1ccco1 | . | 1% | 0.6% | -5% | -9%
O=C(CS(=O)(=O)Cc1ccccc1)NCc1ccc2c(c1)OCO2 | -17% | -10% | 2.7% | 8% | -11%
CN1C(=O)N(c2ccc(Cl)cc2)C(C)(O)CC1(C)C (stereo not drawn) | 3% | -3% | i | -17% | 2%
O=S(=O)(Nc1ccc(-c2csc(-c3ccccc3)n2)cc1)c1ccccc1 | 3% | 26% | 4.2% | -5% | -2%
Cc1[nH]n(-c2ccccc2)c(=O)c1/C=N/NC(=O)c1ccccc1F | -1% | ? | ? | 10% | ?
CCOc1ccc(NC(=O)COC(=O)c2cc(S(=O)(=O)N3CCCC3)ccc2C)cc1 | . | 29% | 1.5% | -4% | 6%
CCC(C)Nc1nc(N)c([N+](=O)[O-])c(NC2CCCCC2)n1 (stereo not drawn) | 1% | 10% | 1.1% | -9% | 6%
C/C(=N\NC(=O)C1(C)CC1(Br)Br)c1cccc(NC(=O)C2CCC2)c1 (stereo not drawn) | -2% | 11% | 7.8% | 20% | 2%
COc1ccc(C)cc1NC(=O)CN(c1ccc(F)cc1)S(C)(=O)=O | 1% | 9% | 3.0% | -20% | 2%
COc1cccc(OC)c1C(=O)Nc1c(C(=O)N2CCN(C)CC2)oc2ccccc12 | 10% | 3% | 0.7% | 1% | 5%
c1ccc(-c2nnc(C3CC(c4ccncc4)=NO3)o2)cc1 (stereo not drawn) | 1% | -6% | i | -7% | -1%
O=C(Cc1ccc(Nc2nc(=S)[nH]c3ccccc23)cc1)NC1CCCCC1 | 8% | -24% | . | . | 4%
O=C(NCCN1CCOCC1)c1cc(S(=O)(=O)Nc2ccccc2F)c(Cl)cc1Cl | -4% | -3% | 0.2% | 2% | 9%
COc1cc(/C=C/C(=O)CC(=O)/C=C/c2ccc(O)c(OC)c2)ccc1O | 4% | 16% | >25µM* | 5% | 59%
O=C(N/N=C/c1ccc[nH]1)c1ccc(O)cc1 | 0% | . | 2.2% | -5% | -1%
CN(Cc1ccccc1)C(=O)CCNC(=O)Cn1cnc2ccccc2c1=O | -3% | -3% | 1.6% | -8% | -5%
COc1cc(/C=N/NC2=NC(C)(C)Cc3ccccc32)cc(OC)c1OC | 6% | 32% | 9.1% | -14% | 51%
C=CCn1c(/N=C/c2ccc3c(c2)OCO3)nc2ccccc21 | 0% | -4% | 0.5% | 4% | 0%
O=C(Cn1cc(C(F)(F)F)cc(Cl)c1=O)Nc1cccc(S(=O)(=O)N2CCCCC2)c1 | . | 23% | 3.2% | -9% | -4%
O=C(Nc1nncs1)c1ccc(F)c(S(=O)(=O)N2CCCCC2)c1 | . | . | 1.5% | -2% | .

Bioassay records from PubChem BioAssay.
